# LMP1 NFkB inh – EBV LMP1-driven NF-kappaB luciferase reporter inhibitors, primary screen, cell-based, luminescence, single point | 0.69% of 350,000 active | LMP1-induced NF-kappaB luciferase reporter cells | inhibition, % at 12.5 µM; in the data active = inhibition above about 41%;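 also: 0% = neutral control wells and 100% = reference inhibitor control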
# TLR9-MyD88 inh – inhibitors of TLR9-MyD88 association in cells, primary screen, cell-based, CHO, BLA complementation, fluorescence; Toll-like receptor 9 (Homo sapiens) + Myeloid differentiation primary response protein …; CCF4 FRET ratio; inhibition, % at 4.98 µM; 0.21% of 340,000 active; AID 504734, 2011;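 active = inhibition above the mean over all tested compounds plus 3 SD, cut at about 21% in these data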;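 also: 0% = DMSO only wells and 100% = clavulanate BLA inhibitor control wells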
# NCOA1 inh – SRC1 coactivator transcriptional activity inhibitors, primary screen, cell-based, luminescence; Nuclear receptor coactivator 1 (Homo sapiens), Q15788; HEK293 GAL4-SRC1 luciferase reporter; inhibition, % at 3.6 µM; 0.12% of 360,000 active; AID 588354, 2011;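 active = inhibition above the campaign mean plus 3 SD, with each screening campaign given its own cutoff, cut at about 60% in these data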;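 also: 0% = DMSO treated cells and 100% = gossypol at 36 µM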
# Target sequence (Q15788 whole entry, looked up, the tested form may be a part): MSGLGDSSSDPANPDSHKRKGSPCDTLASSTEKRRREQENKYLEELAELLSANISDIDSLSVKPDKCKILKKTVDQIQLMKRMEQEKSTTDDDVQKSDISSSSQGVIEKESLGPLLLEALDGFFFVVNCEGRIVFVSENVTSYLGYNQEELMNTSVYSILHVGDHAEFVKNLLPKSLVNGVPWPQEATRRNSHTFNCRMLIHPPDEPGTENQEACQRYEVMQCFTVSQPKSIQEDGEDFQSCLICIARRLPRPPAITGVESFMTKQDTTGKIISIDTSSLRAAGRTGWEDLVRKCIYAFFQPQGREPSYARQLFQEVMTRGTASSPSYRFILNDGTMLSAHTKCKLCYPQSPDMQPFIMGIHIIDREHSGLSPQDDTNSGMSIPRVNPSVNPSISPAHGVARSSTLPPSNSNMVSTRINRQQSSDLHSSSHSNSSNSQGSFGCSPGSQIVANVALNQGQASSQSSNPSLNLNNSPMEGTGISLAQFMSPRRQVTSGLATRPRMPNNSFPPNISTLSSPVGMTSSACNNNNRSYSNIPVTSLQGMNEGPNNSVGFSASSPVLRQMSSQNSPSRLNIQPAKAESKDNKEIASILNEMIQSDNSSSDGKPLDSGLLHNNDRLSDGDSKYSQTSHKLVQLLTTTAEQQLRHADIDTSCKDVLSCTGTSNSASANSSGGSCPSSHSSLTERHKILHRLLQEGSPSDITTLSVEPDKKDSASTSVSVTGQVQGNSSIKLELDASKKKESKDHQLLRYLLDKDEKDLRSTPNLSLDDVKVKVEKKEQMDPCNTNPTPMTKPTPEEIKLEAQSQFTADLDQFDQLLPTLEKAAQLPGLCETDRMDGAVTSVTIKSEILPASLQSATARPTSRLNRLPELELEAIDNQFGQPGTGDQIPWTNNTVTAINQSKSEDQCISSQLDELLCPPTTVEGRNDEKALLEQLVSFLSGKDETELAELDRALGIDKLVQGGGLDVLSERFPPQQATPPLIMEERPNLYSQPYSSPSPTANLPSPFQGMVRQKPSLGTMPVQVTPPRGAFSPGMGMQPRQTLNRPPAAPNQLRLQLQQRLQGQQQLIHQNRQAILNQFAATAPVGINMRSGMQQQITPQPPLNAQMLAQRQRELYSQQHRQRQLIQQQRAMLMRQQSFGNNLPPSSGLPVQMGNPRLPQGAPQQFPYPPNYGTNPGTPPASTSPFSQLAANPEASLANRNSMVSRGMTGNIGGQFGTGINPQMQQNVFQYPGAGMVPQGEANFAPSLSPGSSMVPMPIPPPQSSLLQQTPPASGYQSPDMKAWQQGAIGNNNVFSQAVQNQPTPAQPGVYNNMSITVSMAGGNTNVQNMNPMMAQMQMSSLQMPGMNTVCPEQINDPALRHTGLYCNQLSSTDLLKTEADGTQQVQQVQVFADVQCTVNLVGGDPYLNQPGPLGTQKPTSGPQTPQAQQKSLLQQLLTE
# SRC3 inh – SRC3 coactivator transcriptional activity inhibitors, primary screen, cell-based, luminescence; HEK293 GAL4-SRC3 luciferase reporter; AID 588352, 2011; 0.17% of 360,000 active; Nuclear receptor coactivator 3 (Homo sapiens), Q9Y6Q9; inhibition, % at 3.6 µM;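 active = inhibition above a per-campaign cutoff, the mean of all compounds plus 3 SD, cut at about 60% in these data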;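 also: 0% = DMSO-treated cells and 100% = gossypol-treated cells at 36 µM; higher means less SRC3-driven luciferase light from the GAL4 reporter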
# LRH-1 inv ag – LRH-1 (NR5A2) inverse agonists, primary screen, cell-based, luminescence, HEK293T, StAR-luciferase reporter | Nuclear receptor subfamily 5 group A member 2 (Homo sapiens), O00482 | LRH-1 transfected, 24 h | inhibition, % at 3.6 µM | 0.13% of 360,000 active;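 active = inhibition above the mean inhibition of all tested compounds plus 3 SD, cut at about 73% in these data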;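 also: 0% = DMSO wells and 100% = reporter-only cells lacking LRH-1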
# TROY signal inh – inhibitors of TROY-driven NF-kB signaling, primary screen, Q293 LMP1-TROYcd cells, NF-kB luciferase, uHTS | Q293 LMP1-TROYcd NF-kB luciferase reporter, 4 h | AID 1347056, 2019 | 0.98% of 360,000 active | inhibition, % at 10 µM;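 active = compounds whose plate-normalised and pattern-corrected inhibition of the luciferase reporter signal at the single screening dose is 50% or more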
# Vif imaging – HIV Vif self-association inhibitors, primary screen, imaging, HEK293T, single point; inhibition, % at 7.49 µM; HEK293T cells, Vif self-association by quenched fluorescence, 24 h; 0.35% of 340,000 active; in the data active = inhibition above about 50%, passing the limit was not always enough; also: some results filed as inactive read as strong as hits
# COUP-TFII inh – NR2F2 transcriptional activity inhibitors, primary screen, cell-based, luciferase reporter, HEK293T, luminescence; COUP transcription factor 2 (Homo sapiens), P24468; HEK293T NGFI-A luciferase reporter; inhibition, % at 8.6 µM; 0.7% of 370,000 active; AID 686940, 2013;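 active = inhibition above a per-plate cutoff, mean inhibition of test wells between control levels plus 3 SD, cut at about 38% in these data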;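 also: cells cotransfected with COUP-TFII expression vector driving the NGFI-A reporter; 0% = median of COUP-TF2 test wells and 100% = reporter-only cells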
# SRC2 inh – inhibition of GAL4-SRC2 driven luciferase reporter, primary screen, SRC2 inhibitor project, cell-based, luminescence | Nuclear receptor coactivator 2 (Homo sapiens), Q15596 | HEK293 GAL4-SRC2 luciferase reporter | inhibition, % at 9 µM | 0.17% of 370,000 active | AID 651957, 2012;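 active = inhibition above the mean inhibition of all tested compounds plus 3 SD, set per campaign, cut at about 52% in these data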;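 also: 0% = DMSO treated cells and 100% = cells given Gossypol at 36 µM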
# C8 TRAIL sens – viability loss with TRAIL in NB7+C8 cells, primary screen, TRAIL sensitizer project, cell-based, ATPlite luminescence. 1% of 360,000 active. AID 624354, 2012. inhibition (viability loss, TRAIL sensitization), % at 10 µM;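 active = compounds causing at least 50% loss of cell viability in the single-dose screen, relative to plate controls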
# NOD2 RIPK2 PPI – NOD2-RIPK2 binding disruptors in cells, primary screen, fluorescence, CHO cells, BLA complementation; Receptor-interacting serine/threonine-protein kinase 2 (Homo sapiens), O43353; CCF4 ratio; inhibition, % at 4.98 µM; 0.38% of 360,000 active; AID 624267, 2012; in the data active = inhibition above about 21%;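 also: 0% = vehicle only and 100% = reference blocker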
# * marks the source's active call; other numbers are inactive results; x = no result given.
Structure	LRH-1 inv ag	SRC2 inh	Vif imaging	NOD2 RIPK2 PPI	C8 TRAIL sens	SRC3 inh	NCOA1 inh	TLR9-MyD88 inh	COUP-TFII inh	TROY signal inh	LMP1 NFkB inh
CCCOC(=O)c1ccc(Oc2cn[nH]c2-c2ccc(OC)cc2O)cc1	10	1	-16	8	6	-6	-17	1	19	10	8
O=C(C(=NNc1ccccc1)c1ccccc1)c1ccccc1	1	-29	3	-3	8	-10	-6	-10	-2	1	5
Cc1ccc(N2C(=O)c3ccccc3C(C)(C)C2=O)cc1	11	-39	-3	-4	2	-26	4	-3	20	1	-2
O=C(Nc1nc2ccccc2[nH]1)C12CC3CC(CC(C3)C1)C2	-125	-89	-2	-6	70*	-78	-111	7	-45	26	-17
CCn1cc(Br)c(C(=O)Nc2cccc(Cl)c2)n1	-30	-50	-5	6	0	-11	-41	0	-20	-12	-12
CCOc1ccc(N/C=C/C(=O)c2ccccc2)c([N+](=O)[O-])c1	-147	-38	6	-5	91*	-7	-60	-6	-25	49	20
O=S(=O)(c1ccccc1)n1ccc2ccccc21	12	6	-14	-4	-11	5	-18	-5	12	13	-10
N#Cc1ccc(OCC(=O)N2CCN(C(=O)c3ccco3)CC2)cc1	-3	8	6	4	6	-31	-6	-70	16	5	-11

# Retrieved one by one from above, 4 records:
Structure	LRH-1 inv ag	SRC2 inh	Vif imaging	NOD2 RIPK2 PPI	C8 TRAIL sens	SRC3 inh	NCOA1 inh	TLR9-MyD88 inh	COUP-TFII inh	TROY signal inh	LMP1 NFkB inh
CCCOC(=O)c1ccc(Oc2cn[nH]c2-c2ccc(OC)cc2O)cc1	10	1	-16	8	6	-6	-17	1	19	10	8
CCOc1ccc(N/C=C/C(=O)c2ccccc2)c([N+](=O)[O-])c1	-147	-38	6	-5	91*	-7	-60	-6	-25	49	20
O=S(=O)(c1ccccc1)n1ccc2ccccc21	12	6	-14	-4	-11	5	-18	-5	12	13	-10
CCn1cc(Br)c(C(=O)Nc2cccc(Cl)c2)n1	-30	-50	-5	6	0	-11	-41	0	-20	-12	-12

# The listing continues:
Structure	LRH-1 inv ag	SRC2 inh	Vif imaging	NOD2 RIPK2 PPI	C8 TRAIL sens	SRC3 inh	NCOA1 inh	TLR9-MyD88 inh	COUP-TFII inh	TROY signal inh	LMP1 NFkB inh
COc1cc2c(cc1OC)C(C)N(C(=O)CCN1C(=O)C3C4C=CC(C4)C3C1=O)CC2 (stereo unspecified)	13	17	-5	-2	-6	25	1	6	10	-1	-3
COCCCNc1nc(SCc2ccccc2)nc2sc3c(c12)CCC3	-31	-2	-8	-1	18	-24	-26	4	-3	-45	10
CC(C)Sc1nc2ccc(Br)cc2[nH]1	-17	-24	2	3	-2	7	-6	1	4	-40	1
Cc1ccc2c(c1)N(C(=O)CCC(=O)NCCCN1CC(C)CC(C)C1)CCO2 (stereo unspecified)	-22	-18	x	6	-5	-13	3	-5	8	-3	7
CCC(C)N(C(=O)COC(=O)c1[nH]c(C)c(C(C)=O)c1C)C1CCS(=O)(=O)C1 (stereo unspecified)	-1	-11	14	-2	11	0	4	-53	-4	-5	-6
CC12CCC(=O)N1C(C(=O)OCC(=O)Nc1cccc(S(=O)(=O)N3CCCCCC3)c1)CS2 (stereo unspecified)	-15	-25	-7	-2	-1	-2	5	4	-7	24	-4
CC(=O)c1cc2c(cc1NC(=O)c1cc(C)nn1-c1ccccc1)OCO2	-10	-7	8	-4	16	-9	-2	4	-9	-6	10
O=C(NCCc1c[nH]c2ccccc12)c1ccc([N+](=O)[O-])cc1	-16	-32	0	-10	3	-19	-67	-10	-11	-33	-28

# One compound at a time, as listed above:
# `COCCCNc1nc(SCc2ccccc2)nc2sc3c(c12)CCC3` is listed with LRH-1 inv ag: -31; SRC2 inh: -2; Vif imaging: -8; NOD2 RIPK2 PPI: -1; C8 TRAIL sens: 18; SRC3 inh: -24; NCOA1 inh: -26; TLR9-MyD88 inh: 4; COUP-TFII inh: -3; TROY signal inh: -45; LMP1 NFkB inh: 10
# `O=C(NCCc1c[nH]c2ccccc12)c1ccc([N+](=O)[O-])cc1` is listed with LRH-1 inv ag: -16; SRC2 inh: -32; Vif imaging: 0; NOD2 RIPK2 PPI: -10; C8 TRAIL sens: 3; SRC3 inh: -19; NCOA1 inh: -67; TLR9-MyD88 inh: -10; COUP-TFII inh: -11; TROY signal inh: -33; LMP1 NFkB inh: -28

# The list continues:
Structure	LRH-1 inv ag	SRC2 inh	Vif imaging	NOD2 RIPK2 PPI	C8 TRAIL sens	SRC3 inh	NCOA1 inh	TLR9-MyD88 inh	COUP-TFII inh	TROY signal inh	LMP1 NFkB inh
CC(C)C(NC(=O)c1cccs1)C(=O)NC1CCCCC1 (stereo unspecified)	-13	-24	17	-4	-6	3	-9	7	-13	4	1
CCOc1ccc(-c2nc(C)sc2CC(=O)O)cc1	-17	-19	8	-10	1	-3	-1	-5	-5	-14	2
Cc1cc(C)n2cc(CSc3nnnn3-c3ccccc3)nc2n1	17	-1	5	7	-2	15	-40	-16	6	-8	2
CCOc1ccc2nc(NCCNC(=O)Nc3cccc(C)c3)c(C#N)cc2c1	2	-6	14	10	-9	-10	-8	8	4	-10	4
COc1ccccc1CNc1nc(C)c(C(C)=O)s1	-24	-19	-25	-6	-8	-32	-34	1	-5	6	-13
Cc1nnc(SCC(=O)c2ccc(C(C)C)cc2)s1	-20	-16	-2	-11	2	0	-24	-5	-11	-48	-15
CC1=C(C)CC2C(C1)C(=O)c1ccc(Br)cc1S2(=O)=O (stereo unspecified)	-13	3	0	1	-8	21	-3	-8	2	2	4
COc1ccc(C)cc1NC(=O)C(OC(=O)C1CC1)c1ccccc1 (stereo unspecified)	2	-7	-3	-3	-6	7	-13	-13	20	6	-6
COc1ccc(NC(=O)[C@H](Cc2c[nH]c3ccccc23)NC(=O)[C@@H]2Cc3ccccc3CN2)cc1	10	-32	-3	-13	8	-76	-31	5	-29	-18	-30
CCS(=O)(=O)c1ccc2oc(Nc3ccc(C(C)(C)C)cc3)nc2c1	-8	6	-1	-3	13	-1	-19	-6	1	3	-21
CCC/C(C)=N\Nc1nc2c(c(=O)n(C)c(=O)n2C)n1C	-7	9	0	-5	-2	-1	-2	x	0	10	3
CCCCNC(=O)C(NC(=O)c1ccc2c(c1)OCO2)C(=O)c1ccccc1 (stereo unspecified)	-8	11	x	-13	-15	x	x	x	-10	x	x
CCN1CCN(CCCNC(=O)CNC(=O)c2nn(-c3ccc(OC)cc3OC)c(=O)c3ccccc23)CC1	-11	-10	21	-12	-7	-2	0	-1	2	-6	-2
COc1ccccc1OCCOCCN1CCCC1	-16	6	-3	1	-1	-4	-13	-5	-5	14	-4
Nc1ccccc1SCc1ccccc1Cl	-24	3	-5	-6	-1	-17	-4	x	-8	-14	1
O=C(C[C@H]1CC[C@H](NC(=O)C2CCOCC2)[C@@H](CO)O1)NCc1ccncc1	-34	-28	x	5	15	x	x	x	-4	x	x
COc1ccc(C(O)P(=O)(O)CCc2ccccc2)cc1 (stereo unspecified)	18	-10	-12	-7	-11	3	-8	-4	4	-1	1
Cc1cccc(NC2=NCC(=O)N2CCc2ccccc2)c1	-6	-1	2	3	-8	-18	-8	0	-9	4	-6
Cc1ccc(NCc2ccc(Cl)nc2)c(NCc2ccc(Cl)nc2)c1	4	4	11	6	-1	5	-18	-7	1	6	1
CCOC(=O)NC(Nc1nnc(C)s1)(C(=O)OCC)C(F)(F)F (stereo unspecified)	8	8	-3	0	6	-38	10	9	-1	7	0
Cc1ccc(/C=N/NC(=O)c2nnn(-c3nonc3N)c2C(C)C)s1	-1	7	2	10	5	1	-15	0	15	-25	-1
CC1CCc2ccccc2N1CC(=O)Nc1cccc(S(=O)(=O)N2CCCC2)c1 (stereo unspecified)	-15	-12	-24	0	-8	5	-6	5	-7	16	12
CCOc1ncccc1C(=O)OCC(=O)NC1CCCCC1	-8	6	7	6	3	11	1	-9	-4	-10	1
Cc1noc(C)c1C(=O)Nc1sc2c(c1C(N)=O)CCC2	11	-6	-4	-4	-2	16	7	-7	-6	5	-3
O=C(O)Cn1nnnc1SCC(=O)Nc1ccc(OC(F)(F)F)cc1	-3	-22	27	-7	-21	17	2	8	-15	-3	4
Nn1c(SCC(=O)NCCC2=CCCCC2)nnc1C1CCCCC1	6	8	-7	3	-15	4	6	-13	7	6	-3
C/C(=N\NC(=O)C1CC1(C)c1ccccc1)c1ccco1 (stereo unspecified)	10	0	x	-14	1	13	7	10	2	-6	2
CCc1nc2c(OCc3cccc(Cl)c3)cccn2c1N(C)C(=O)C1CC1	-1	x	x	-4	-13	-1	-23	x	x	-4	x
Cn1c(=O)n(C)c2cc(NC(=O)c3cc4ccccc4o3)ccc21	-63	-38	x	-2	1	-33	-56	-5	-86	-22	-2
N#Cc1cncc(C#Cc2ccccc2)c1	-16	-17	-12	-7	14	1	-23	1	21	-36	-5
O=C(O)c1c(NC(=O)c2cccc3ccccc23)sc2c1CCC2	1	4	7	-6	7	14	-10	-3	-5	36	-3
O=C(CS(=O)(=O)c1cn(Cc2ccc(F)cc2)c2ccccc12)N1CCOCC1	5	-8	x	1	3	9	11	-10	6	9	3
O=c1[nH]c(CN2CCN(c3ccc(F)cc3)CC2)nc2ccccc12	-1	6	-22	9	1	9	8	0	17	12	-6
C/C(N)=C(/C#N)C(=O)COC(=O)C1CSC2(c3ccc(F)cc3)CCC(=O)N12 (stereo unspecified)	-1	-19	7	-16	2	-4	-10	3	-2	-9	-5
Cc1cccc(-c2nnc(SCC#N)n2-c2ccccc2)c1	2	-7	13	-8	4	-18	5	-1	19	14	-2
Cc1cc(C)c(C(=O)Nc2ccc(S(=O)(=O)Nc3ccccn3)cc2)c(C)c1	2	12	30	-8	5	4	-14	8	-5	-4	4

# Single entries from the list:
# Entry for Cc1cccc(-c2nnc(SCC#N)n2-c2ccccc2)c1 in COUP-TFII inh: 19
# Entry for CCOc1ccc(-c2nc(C)sc2CC(=O)O)cc1 in LRH-1 inv ag: -17
# Entry for Cn1c(=O)n(C)c2cc(NC(=O)c3cc4ccccc4o3)ccc21 in COUP-TFII inh: -86
# Entry for CC1CCc2ccccc2N1CC(=O)Nc1cccc(S(=O)(=O)N2CCCC2)c1 (stereo unspecified) in Vif imaging: -24
# Entry for CCc1nc2c(OCc3cccc(Cl)c3)cccn2c1N(C)C(=O)C1CC1 in LRH-1 inv ag: -1

# A portion of the library; count on the stated rates, not on these rows.
